# Assay outcomes: PubChem, Fisher Drug Discovery Resource Center
# NPYLR7 agonist = activates Aedes aegypti NPYLR7 receptor. actives 0.15% (n = 270,000). HEK293T NPYLR7/Galpha15, GCaMP6s calcium fluorescence. AID 1259423. activation, % at 10 µM; in the data active = activation above about 40%;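 note: 0% = vehicle and 100% = reference agonist at the receptor; some compounds past the cut are filed as inactive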
# hcGAS lum = blocks human cGAS activity | Q8N884 | recombinant h-cGAS, ATP depletion, Kinase-Glo luminescence | inhibition, % at 12.5 µM | actives 0.081% (n = 290,000) | AID 1259398;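 note: 0% = vehicle reaction and 100% = reaction without DNA for no activity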
# Target sequence (Q8N884 whole entry, looked up): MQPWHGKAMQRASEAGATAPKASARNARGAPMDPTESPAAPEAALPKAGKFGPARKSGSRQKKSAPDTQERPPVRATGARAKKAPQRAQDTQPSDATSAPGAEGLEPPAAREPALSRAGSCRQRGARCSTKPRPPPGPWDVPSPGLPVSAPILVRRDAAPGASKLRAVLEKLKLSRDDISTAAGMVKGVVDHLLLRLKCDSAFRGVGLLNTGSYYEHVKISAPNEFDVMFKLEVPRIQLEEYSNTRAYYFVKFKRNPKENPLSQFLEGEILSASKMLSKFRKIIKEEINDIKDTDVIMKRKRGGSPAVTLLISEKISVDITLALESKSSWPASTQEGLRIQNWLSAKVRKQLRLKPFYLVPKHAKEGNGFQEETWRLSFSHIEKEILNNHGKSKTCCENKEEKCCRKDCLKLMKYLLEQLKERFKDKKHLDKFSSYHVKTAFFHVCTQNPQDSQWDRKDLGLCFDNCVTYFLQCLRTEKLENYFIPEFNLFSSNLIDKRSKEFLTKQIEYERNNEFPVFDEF
# mcGAS lum = blocks mouse cGAS activity; Q8C6L5; recombinant cGAS, Kinase-Glo ATP depletion luminescence; inhibition, % at 12.5 µM; actives 0.15% (n = 160,000); AID 1259399;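 note: 0% = negative control wells and 100% = reference inhibitor with no enzyme activity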
# * = called active by the depositor; / = not tested or not shown; & = joins results of further samples. Cut-off read from the data, not from the text of the source, unless noted: active = inhibition above about 40%; inactive = the rest.
# Value order: mcGAS lum | NPYLR7 agonist | hcGAS lum
- Cc1cc2c(=O)n(C)c(SCC(=O)c3ccccc3)nc2s1
    / | -6.4 | -2.6
- NCCSc1ncc(-c2ccccc2)[nH]1
    / | -1.8 | -11.3
- CCOC(=O)CCCC(=O)Nc1ccc(-c2cccc(-c3ccc(OC)cc3)n2)cc1
    -3.7 | -0.5 | -1.0
- COc1cccc(CN(CCN2CCOCC2)CC(O)COC(C)(C)C)c1OC (stereo unspecified)
    -4.7 | 26.0 | -2.7
- CCc1c(C)nc(-c2ccc(C)cc2)nc1N1CCN(C(=O)c2ccc([N+](=O)[O-])cc2)CC1
    -5.3 | -2.3 | -8.6
- CC1CCCC(NC(=O)C2CCCN(c3cnccn3)C2)C1C (stereo unspecified)
    / | -0.8 | -13.8
- CC1C(=O)N(c2ccc([N+](=O)[O-])cc2)CCN1C(=O)c1cccs1 (stereo unspecified)
    / | 6.1 | -2.0
- Cc1cc(Oc2cc(N3CCC(N4CCCCC4)CC3)ncn2)ccc1Cl
    -9.7 | -7.1 | -4.0
- Cc1sc2nc(CCc3ccccc3)nc(N3CCN(S(=O)(=O)c4cccc(C(F)(F)F)c4)CC3)c2c1C
    -3.0 | -0.4 | -0.6
- Cc1cc2c(cc1C)NC(c1ccc3c(c1)OCO3)C1C(=O)CC(C)(C)CC1=N2 (stereo unspecified)
    0.5 | 4.0 | -0.1
- NC(=O)c1ccsc1NC(=O)CN1CCCc2cccc(F)c21
    / | 2.4 | -4.0
- O=C1CCC(CCC(=O)N2CCC(c3nc4ccccc4o3)CC2)(Cc2ccc3c(c2)OCO3)N1 (stereo unspecified)
    -11.7 | 23.9 | -8.6
- CC(C)c1ccc(CNc2nn[nH]n2)cc1
    -0.9 | -2.9 | -4.0
- O=C(NC(c1ccccc1)c1ccco1)C1CCN(CCN2C(=O)c3ccccc3C2=O)CC1 (stereo unspecified)
    0.2 | -14.5 | -0.8
- O=C1C(=O)N(c2ncccn2)C(c2ccc([N+](=O)[O-])cc2)C1=C(O)c1ccc(F)cc1 (stereo unspecified)
    -6.8 | 4.4 | -1.7
- CCSc1nnc(SCC(=O)NC(=O)NC2CCCCC2C)s1 (stereo unspecified)
    / | 0.8 | -2.1
- COc1cc(OC)cc(C(=O)N2CCCC(OCc3cc(F)ccc3F)C2)c1 (stereo unspecified)
    / | -1.7 | -1.5
- O=C(Nc1cccc(N2CCCC2=O)c1)c1ccc(NC(=O)C2CC2)s1
    / | -11.0 | -2.7
- O=C(NCCc1ccccn1)C1CCN(c2nc(-c3ccccc3)nc3c2CCC3)CC1
    / | -5.6 | -12.1
- O=C(c1cccnc1OCC(F)(F)F)N(Cc1ccccc1)C[C@@H]1CCC[C@@H]1O
    / | 4.1 | -3.8
- Cc1ccc(-c2nc(OCC(C)C)nn2-c2ccc(NCC(O)COCc3ccccc3)cc2)cc1 (stereo unspecified)
    -2.3 | -4.2 | 1.8
- CN(C)S(=O)(=O)c1ccc(CN2CCN(c3ccccc3Cl)CC2)o1
    -17.4 | 2.4 | -7.2
- COC(=O)CCCC(=O)NCC1Cc2cc(C(=O)OC)cc(Cl)c2O1 (stereo unspecified)
    -3.4 | 1.7 | -0.6
- COc1ccccc1-c1nc2cccc(C)n2c1NC(C)(C)CC(C)(C)C
    -7.0&-4.3 | -4.8 | -9.1&-5.2
- COc1ccc(CN(C(=O)c2ccc(F)cc2)C(C)c2ccccc2)cc1OCc1nc(CO)cs1 (stereo unspecified)
    -5.9 | 13.1 | -4.0
- CCCCN(C)CCNC(=O)c1c(O)nc2scc(C)n2c1=O
    -3.5 | -1.8 | -4.8
- COc1ccc(OC)c(C2SCCN2C(=O)c2ccccc2Br)c1 (stereo unspecified)
    -4.1 | 8.9 | -3.8
- COc1ccc(C2CC(=O)C3=C(C2)N=C(C)C(C#N)C3c2ccc(N(C)C)cc2)cc1 (stereo unspecified)
    -7.0 | 0.3 | -1.4
- COc1ccc(CN(CC(O)COc2ccccc2C)C2CC2)cc1OC (stereo unspecified)
    2.1 | -11.5 | 2.4
- O=C(CN1CCC(Cc2cccc(C(=O)O)c2)CC1)NCc1ccccn1
    -11.2 | 0.7 | -10.7
- CNS(=O)(=O)c1ccc(CN(C)Cc2cccc3cnccc23)cc1
    -7.6 | 3.1 | -3.8
- CCCCc1ccc(C(=O)N(CC(=O)N2CCc3sccc3C2c2ccc(Cl)cc2Cl)Cc2ccc(F)cc2)cc1 (stereo unspecified)
    -5.4 | 24.0 | -2.0
- COc1nc(OC)nc(Oc2cccc(-c3ccc(F)cc3)c2C(=O)O)n1
    / | 3.0 | -6.3
- COc1ccc(C2=C(C(C)=O)Sc3nnc(-c4ccccc4)n3N2C(C)=O)cc1OC
    / | 5.7 | 2.4
- COCc1ccc(CN2CCCC(CNS(=O)(=O)Cc3ccccc3)C2)o1 (stereo unspecified)
    / | 23.4 | -10.3
- Cn1c(=O)[nH]c(=O)c2c1nc(SCc1ccccc1Cl)n2Cc1ccccc1
    -6.8 | -0.8 | -3.1
- Cc1cnc(NCCNC(=O)c2cccnc2)nc1N(C)C
    / | 2.2 | -4.3
- OCC1(Cc2ccccc2)CCN(c2cc(N3CCOCC3)ncn2)CC1
    -9.9 | 8.7 | -0.1
- CC(=O)c1ccc(C(=O)N(Cc2cccnc2)c2nc3c(F)cc(F)cc3s2)cc1
    -5.6 | -15.1 | -1.9
- Cc1ccc(Cn2ncc3c(Nc4ccc(C)c(C)c4)ncnc32)cc1
    -3.5 | 1.1 | -7.5
- COC(=O)[C@@H](NC(=O)c1noc(-c2cc(F)cc(F)c2)n1)C(C)(C)C
    / | 7.9 | -8.5
- COc1cccc(C(=O)N(Cc2nccn2Cc2ccc(Cl)c(Cl)c2)CC2CC2)c1
    -9.9 | 20.4 | -10.2
- CN=C(Nc1ccc(Cl)c(Cl)c1)c1ccco1
    / | 6.9 | -4.8
- CCOc1ccc2oc(C)c(C(=O)N3C[C@@H](N)C[C@H]3C(=O)NC(C)C)c2c1
    / | 12.4 | -0.8
- CCCCOC(=O)c1ccccc1NC(=O)N[C@@H](C)C(=O)N1CCC(C(=O)N2CCOCC2)CC1
    -7.4 | 30.1 | -3.9
- Cc1ccc(Cc2nc(N3CCCN(C(=O)CCC4CCCC4)CC3)c3c(-c4ccc5ccccc5c4)noc3n2)cc1
    -9.5 | 15.7 | -6.1
- COC(=O)c1ccc(/C=C2\C(=O)NC(=S)N(c3ccc(OC)cc3)C2=O)cc1
    0.2 | 5.5 | 1.2
- Cc1ccc(C(=O)C2CCN(C(C)c3ncc(C(C)(C)C)o3)CC2)cc1 (stereo unspecified)
    -13.2 | 0.7 | -3.6
- CN1CC[C@H](N(Cc2ccccc2)C(=O)CCc2ccccc2)C[C@H](O)C1
    -2.2 | 7.5 | -11.1
- Cc1ccc(CSC2=NCCN2C(=O)c2ccc(S(=O)(=O)N(C)C)cc2)cc1
    / | -0.3 | -8.0
- CC(C)C(=O)N1CCN(c2ccc(-n3cccn3)nn2)CC1
    / | 7.5 | -5.8
- CCOC(=O)N1CCN(C(c2cccc(OC)c2)C2Sc3nc(C)nn3C2=O)CC1 (stereo unspecified)
    / | 4.7 | -5.3
- CC(C)NC(=O)N(CCN(C)C)Cc1ccccc1OS(=O)(=O)c1ccc(F)cc1
    -2.6 | / | 3.5
- Cc1ccc2[nH]c3c(=O)n(CC(=O)NCc4ccc(C)o4)cnc3c2c1
    -7.9 | / | -8.6
- COc1ccc(NC(=O)N2CCc3cc(OC)c(OC)cc3C2c2c(F)cccc2Cl)c(OC)c1 (stereo unspecified)
    -7.3 | 19.1 | -4.2
- COc1ccc(OC)c(NC(=O)C2(C)CCN2C(=O)COc2ccc(Cl)cc2)c1 (stereo unspecified)
    -4.8 | 12.0 | -8.5
- COc1ccc(C(=O)CN2CCN(C(=O)c3cccnc3)CC2)cc1
    -5.3 | 4.1 | -6.4
- CNC(=S)N(CCc1c(C)[nH]c2ccc(F)cc12)Cc1ccncc1
    -0.9 | -2.5 | 0.4
- COCc1c(Br)c(C)nc(OCC(=O)N/N=C\c2ccc(N(C)C)cc2)c1C#N
    -5.3 | -5.7 | 6.0
- O=C1C(=O)N(C2CCCC2)C(=O)N1CN1CCN(Cc2cccs2)CC1
    / | 1.1 | -4.6

# Further entries
# Value order: mcGAS lum | NPYLR7 agonist | hcGAS lum
- Cc1ccccc1C1CC(=O)c2cnc(N3CCN(c4ccccc4)CC3)nc2C1 (stereo unspecified)
    / | 0.1 | -8.4
- Cc1ccccc1NCC(O)COc1ccc(OCC(O)CNc2ccccc2C)cc1 (stereo unspecified)
    / | -2.7 | 0.4
- COc1ccccc1N1CCN(C(=O)c2cc(-c3ccc(C)c(C)c3)nn2-c2cc(C)ccc2C)CC1
    -5.3 | -2.5 | -0.6
- CN1CCCC2(CCN(C(=O)CC34CC5CC(CC(O)(C5)C3)C4)C2)C1=O (stereo unspecified)
    -17.7 | -1.5 | -6.2
- COc1ccc(NC(=O)N2CCN(c3cc(Oc4ccc(F)c(F)c4)ncn3)CC2C)cc1 (stereo unspecified)
    -3.1 | 4.2 | 0.5
- CN1CCN(n2c3c(c(SCC(=O)Nc4ccccc4[N+](=O)[O-])nc2=O)CCCC3)CC1
    -7.7 | -6.5 | -10.5
- O=C(c1cnn2c(C(F)(F)F)cc(-c3ccc4c(c3)OCO4)nc12)N1CCCCCC1
    -6.3 | -1.9 | -1.5
- CN1CCN(c2nc3c(c(=O)[nH]c(=O)n3C)n2Cc2ccc(Cl)c(Cl)c2)CC1
    / | 8.6 | -7.9
- CCOc1cc(-c2ccc(O)cc2)cc(=O)c2c(C)oc(C)c12
    / | 2.4 | -1.9
- COCCn1c(N2CCC(Cc3ccccc3)CC2)nc2c1c(=O)[nH]c(=O)n2C
    -5.8 | / | -9.9
- CC1(C(=O)Nc2ccc3nc[nH]c3c2)CCN1C(=O)CC(c1ccccc1)c1ccccc1 (stereo unspecified)
    -3.5 | 12.0 | -9.3
- CCCNC(=O)N(Cc1nccn1Cc1ccc(Cl)cc1Cl)C1CC1
    -3.6 | 6.1 | -0.4
- CC(=O)Nc1nc(SCC(=O)N2CCOCC2)[nH]c(=O)c1NC(=O)c1ccc(F)cc1
    -6.1 | -1.2 | -4.5
- O=S(=O)(NCCC1CCCN(Cc2ccco2)C1)C1CC1 (stereo unspecified)
    / | 4.3 | -4.5
- O=c1[nH]c(Cn2nnc3ccccc3c2=O)nc2ccccc12
    0.3 | -3.3 | 1.9
- Cc1ccccc1-c1cc(O)c2c(c1)CN(CCn1nccc1C)CCO2
    -12.4 | 11.2 | -4.6
- CN(Cc1ccccc1)Cc1nnc2sc(/C=C/c3ccccc3)nn12
    -4.3 | 1.1 | -6.9
- O=C(Cc1cnn(-c2ccccc2)n1)N1CCCCCCC1
    / | 10.9 | -13.6
- CC(Cc1nc2ccccc2s1)N1CCOC(C(N)=O)C1 (stereo unspecified)
    / | -20.9 | -9.2
- CC(Nc1cccc(OC(F)(F)F)c1)C(=O)Nc1cccnc1Cl (stereo unspecified)
    / | -0.6 | -1.3
- O=C(Cn1nc(C(F)F)cc1C(F)F)NN1CCOCC1
    / | 1.0 | 1.6
- CC(C)CC(=O)Nc1cccc(N2CCCCC2=O)c1
    / | 1.4 | -6.8
- COc1ccc(-n2c(C(C)n3cccn3)n[nH]c2=O)cc1OC (stereo unspecified)
    / | 2.1 | 0.3
- O=C(NCCC(F)(F)F)C1Cc2c(-c3ccc(Cl)cc3)ccnc2O1 (stereo unspecified)
    1.8 | 11.1 | 2.9
- COc1cccc(N(CCCN2C(=O)c3cccc4cccc(c34)C2=O)C(=O)c2ccc(-c3ccccc3)cc2)c1
    -5.7 | -0.3 | -9.4
- Cc1ccc(-c2ccc(C(=O)NCCC3CN(C)CCO3)o2)cc1 (stereo unspecified)
    / | -0.8 | -1.5
- COc1cc(OC)cc(C(=O)N2CCCC(OCc3cccc(C(F)(F)F)c3)C2)c1 (stereo unspecified)
    / | -3.4 | -2.4
- Cc1nn(-c2ccc(C(=O)OC(C)C(=O)N3CCOCC3)cc2)c(C)c1Cl (stereo unspecified)
    / | 9.5 | -1.0
- COCCNC(=O)Cn1nc2c(c1NC(=O)c1ccc3c(c1)OCO3)CSC2
    -4.6 | -4.6 | -5.3
- Cc1onc(-c2ccccc2)c1C1=NNC(=CN2CCCCCC2)O1
    / | -7.9 | 6.3
- O=C(Nc1nnc(C2CCCCC2)s1)N1CCN(c2ccc(=O)[nH]n2)CC1
    5.1 | -0.5 | 10.9
- COc1ccc(-c2cnc3ncnn3c2N2CCN(C(=O)OCc3ccccc3)CC2)cc1OC
    -10.5 | 0.4 | -8.6
- O=S(=O)(c1ccc(Cl)c(N=C2SCCN2C2CCCCC2)c1)N1CCOCC1
    -7.6 | 5.3 | -3.6
- Cc1cccc(NCC(=O)NC(=O)NCC(C)C)c1C(=O)N1CCCC1
    / | 1.9 | -5.7
- O=C1CCC2(CCCO2)CCN1Cc1cncn1C1CC1 (stereo unspecified)
    -16.7 | 18.6 | -7.8

# Molecules from the list above containing a thiophene ring, fused or not, in the order listed:
# Value order: mcGAS lum | NPYLR7 agonist | hcGAS lum
- Cc1cc2c(=O)n(C)c(SCC(=O)c3ccccc3)nc2s1
    / | -6.4 | -2.6
- CC1C(=O)N(c2ccc([N+](=O)[O-])cc2)CCN1C(=O)c1cccs1 (stereo unspecified)
    / | 6.1 | -2.0
- Cc1sc2nc(CCc3ccccc3)nc(N3CCN(S(=O)(=O)c4cccc(C(F)(F)F)c4)CC3)c2c1C
    -3.0 | -0.4 | -0.6
- NC(=O)c1ccsc1NC(=O)CN1CCCc2cccc(F)c21
    / | 2.4 | -4.0
- O=C(Nc1cccc(N2CCCC2=O)c1)c1ccc(NC(=O)C2CC2)s1
    / | -11.0 | -2.7
- CCCCc1ccc(C(=O)N(CC(=O)N2CCc3sccc3C2c2ccc(Cl)cc2Cl)Cc2ccc(F)cc2)cc1 (stereo unspecified)
    -5.4 | 24.0 | -2.0
- O=C1C(=O)N(C2CCCC2)C(=O)N1CN1CCN(Cc2cccs2)CC1
    / | 1.1 | -4.6
